KB-V1 cytotox – KB-V1 MDR subline cytotoxicity. hit rate 3.4% among 400,000. Potency, µM (doses to about 46.1 µM), for inactives: at the top dose activity change, negative = cytotoxicity, most hits filed as cytotoxic. KB-V1 MDR cells viability, CellTiter-Glo, 72 h; note: % is set by controls: 0 for no effect and ±100 for the full control effect; nearly all actives have a fitted effect of over 60% in size
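Potencies derive from concentration-effect curves fitted to normalized luminescence (CellTiter-Glo) of KB-V1 cells treated for 72 h at 37 degrees C in phenol-red-free DMEM containing 10% FBS.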
HT1080 IDH1KD tx – HT-1080 IDH1 knockdown cell toxicity (counter line). HT-1080 IDH1 knockdown viability, ATP luminescence, 48 h. Potency, µM (series often up to 46.1 µM), for inactives: at the highest dose activity, negative = toxicity, usual class: cytotoxic. hit rate 2% among 360,000. AID 686971;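 note: 0% = DMSO wells and -100% = cell-free medium wells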
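HT-1080-IDH1KD cells (IDH1 knocked down), 750/well in RPMI with 5% FBS, treated with compound 48 h at 37 degrees C. Viability by CellTiter-Glo luminescence, normalised to DMSO and no-cell wells; concentration-response curves classed.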
TDP43 rescue – TDP-43 toxicity inhibition in yeast. Potency, µM (highest dose often 46.1 µM), without a hit: at the highest dose growth rescue (activation), usual class: activators. AID 652104. TDP-43 expressing yeast growth rescue, BacTiter-Glo, 24 h. hit rate 1.8% among 410,000; note: % of control where 0% means no effect; nearly all actives have a fitted effect of over 50% in size
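Growth rescue of TDP-43-toxic yeast measured as ATP luminescence (BacTiter-Glo). Cells grown to mid-log in raffinose, induced in galactose at OD600=0.02, exposed to compound 24 hr at 30 deg C.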
KB-3-1 cytotox – kills parental KB-3-1 adenocarcinoma cells; KB-3-1 viability, CellTiter-Glo ATP luminescence, 72 h; Potency, µM (highest dose often 46.1 µM), without a hit: top-dose activity change, negative = cytotoxic, hits mostly cytotoxic; hit rate 1.4% among 400,000; AID 1347075; note: % is set by controls: 0 for no effect and ±100 for the full control effect; nearly all actives have a fitted effect of over 60% in size
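Here the drug-naive KB-3-1 line serves as comparator for MDR sub-line selectivity; cells received compound titrations, 72 h at 37 °C, then CellTiter-Glo readout.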
GLP1R ag – agonists of human GLP-1 receptor. hit rate 0.007% among 380,000. AID 624172. HEK293 GLP-1R CRE-luciferase, luminescence, 4-6 h; cells express a hypersensitive GLP-1R form. Potency, µM (titrated, usually from 45.6 µM), without a hit: at the highest dose activation, most hits filed as activators; note: % of control where 0% means no effect
Target sequence (P43220 whole entry, looked up): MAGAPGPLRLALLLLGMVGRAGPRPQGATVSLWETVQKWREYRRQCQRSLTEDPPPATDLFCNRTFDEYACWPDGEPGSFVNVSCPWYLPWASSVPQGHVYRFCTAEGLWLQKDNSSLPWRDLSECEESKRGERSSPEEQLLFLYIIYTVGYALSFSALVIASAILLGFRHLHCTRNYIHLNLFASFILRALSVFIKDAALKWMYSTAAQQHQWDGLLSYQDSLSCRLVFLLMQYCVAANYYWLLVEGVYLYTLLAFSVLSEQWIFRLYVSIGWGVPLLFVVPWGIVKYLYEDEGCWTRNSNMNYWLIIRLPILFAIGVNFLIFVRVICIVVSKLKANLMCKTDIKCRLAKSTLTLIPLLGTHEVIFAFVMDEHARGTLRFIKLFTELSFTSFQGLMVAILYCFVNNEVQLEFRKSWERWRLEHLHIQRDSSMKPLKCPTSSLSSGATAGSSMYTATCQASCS
SW480 rereplic – induces DNA re-replication in SW480 colon adenocarcinoma cells | AID 624297 | hit rate 1.8% among 340,000 | SW480 DNA re-replication, Hoechst DNA content imaging, 48 h | Potency, µM (series often up to 46.1 µM), without a hit: at the highest dose re-replication activation, most hits filed as activators; note: % of control where 0% means no effect; nearly all actives have a fitted effect of over 55% in size
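First, 250 cells per well were seeded. Next, compound or vehicle (23 nL) was pinned in, plates sat 48 hr at 37 C. Finally Hoechst was added for 40 min before fluorescence scanning.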
GLP1R inv ag – inverse agonists of human GLP-1 receptor | P43220 | HEK293 GLP-1R CRE-luciferase, luminescence, 24 h; GLP-1R form is constitutively active | Potency, µM (titrated, usually from 38.3 µM), for inactives: at the top dose activity change, negative = inhibition, most hits filed as inhibitors | hit rate 1.6% among 410,000 | AID 624417; note: % is set by controls: 0 for no effect and ±100 for the full control effect; nearly all actives have a fitted effect of over 55% in size
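qHTS in 1536-well format: reporter HEK293 cells expressing constitutive GLP-1R activity in DMEM + 10% Nu serum, 24 hr with compounds at 37 deg C, luminescence read after 12 min with detection reagent.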
GLP1R cytotox – cytotoxicity counter-screen for GLP-1 receptor inverse agonists; HEK293 cAMP-luciferase reporter cells, luminescence, 24 h; Potency, µM (highest dose often 38.3 µM), without a hit: at the highest dose activity change, negative = inhibition, hits mostly inhibitors; hit rate 0.13% among 410,000; AID 624418;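 note: loss of luciferase light is scored as toxicity; % is set by controls: 0 for no effect and ±100 for the full control effect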
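To flag toxic compounds, the library was rerun on cells for 24 hr at 37 deg C and 5% CO2. Viability-linked luminescence was captured 12 min after adding luciferase detection reagent.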
HT1080NT lethal – kills 2HG-producing HT-1080-NT fibrosarcoma cells | HT-1080-NT fibrosarcoma viability, CellTiter-Glo ATP luminescence, 48 h | Potency, µM (titrated, usually from 46.1 µM), for the others: at the top dose activity, negative = less viability, usual class: cytotoxic | hit rate 1.6% among 360,000;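 note: NT is the 2HG producing partner of a matched IDH1 knockdown line; 0% = DMSO-treated cells and -100% = media-only wells without cells; nearly all actives have a fitted effect of over 55% in size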
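Viability by CellTiter-Glo luminescence after 48 h compound exposure at 37C of HT-1080-NT cells (750/well, RPMI, 5% FBS). % activity scaled between DMSO wells and medium-only wells, then curve-fitted and categorized by curve class.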
* = called active by the depositor; ? = inconclusive; nt = not tested or not shown; [ ] = dose if it differs, or a comment. Calls come from the whole dose curve; as a rule, active = well fitted curve in the direction sought with a large enough effect; inconclusive = small, poorly fitted or top-dose-only effect, or another doubt; inactive = no such curve, though single readings can be large; an effect the other way counts as inactive or inconclusive. Potency is the fitted concentration of half-maximal effect. The order is random (roughly 9.4% active in at least one column).

SMILES | KB-V1 cytotox | HT1080 IDH1KD tx | TDP43 rescue | KB-3-1 cytotox | GLP1R ag | SW480 rereplic | GLP1R inv ag | GLP1R cytotox | HT1080NT lethal
CCNC(=O)COC(=O)c1cc(-c2ccco2)nc2ccccc12 | 10.0% | -2.7% | 12.2% | 0.0% | -5.7% | ? | -14.5% | 2.3% | 0.9%
O=C(NCc1ccc(Cl)cc1)c1ccc2c(=O)n(CC3CCCO3)c(=S)[nH]c2c1 (configuration not stated) | ? | 10.6% | -24.2% | -9.4% | 0.5% | -8.8% | 3.7% | -2.9% | 8.4%
CCOC(=O)c1sc(=S)n(-c2ccccc2)c1N | ? | 4.5% | 3.1% | ? | -0.5% | -0.5% | 13.6% | -6.6% | -2.0%
CC1=NN(c2ccccc2)C(=O)C1/C=C1\NC(=S)NC1=O (configuration not stated) | -0.8% | 14.7% | -9.8% | 8.2% | -2.4% | -0.7% | -8.2% | -0.6% | 5.5%
COc1ccc(NC(=O)[C@@H]2O[C@H](CO)[C@H](O)[C@H](O)[C@H]2O)cc1F | 4.1% | 4.9% | 8.0% | 0.0% | 2.4% | nt | 14.3% | -3.8% | -2.7%
COc1ccc(NC(=O)CN(C)C(=O)c2cccc(S(=O)(=O)N3CCN(c4ccccc4)CC3)c2)cc1 | -8.8% | -8.5% | -0.7% | -29.6% | -0.8% | -64.6%[inhibitor] | -13.9% | -5.6% | 0.0%
O=S1(=O)C[C@@H](N2CCN(c3ccccn3)CC2)[C@H](COCc2ccccc2)N1 | 4.2% | 13.0% | 15.5% | 23.2% | 3.5% | nt | 3.3% | -10.2% | -0.4%
COc1ccc(/C=N/n2cnnc2)cc1Cn1nc(C)c([N+](=O)[O-])c1C | -8.0% | 2.7% | -0.9% | 0.7% | -5.9% | -10.2% | 3.2% | -19.2% | -0.2%
CC(=O)NCCC(=O)Nc1cc(S(=O)(=O)N2CCOCC2)ccc1N1CCOCC1 | 3.8% | 13.3% | 16.2% | 0.2% | 1.7% | 2.1% | 2.0% | -1.5% | 18.3%
COC(=O)[C@@H](NC(=O)NCc1ccccc1F)C(C)C | -8.2% | 7.8% | -10.0% | 11.6% | 2.8% | -15.2% | 8.0% | -15.6% | 6.5%
CCOC(=O)CCc1c(C)c2ccc(OC(C)C(=O)OCC)c(C)c2oc1=O (configuration not stated) | -15.6% | -2.9% | 0.0% | 6.3% | 3.9% | -0.8% | 0.0% | 2.8% | 5.8%
CC(=O)Nc1ccc(NC(=O)c2csc([C@H]3C[C@H](O)[C@@H](CO)O3)n2)cc1 | 9.0% | ? | 6.7% | 0.0% | -4.9% | nt | -10.7% | 9.0% | 22.8%
Cc1ccc(-c2nnc(Nc3ccc4c(c3)OCO4)c3ccccc23)cc1S(N)(=O)=O | 10.6% | -27.3% | 0.0% | -28.7% | 7.9% | 1.7% | ? | -23.4% | -27.0%
C=CCn1cc(/C=C/c2cc[n+](C)cc2)c2ccccc21 | -18.0% | ? | 10.2% | 4.11µM* | -4.4% | ? | ? | 125.7%[activator] | ?
Cc1nc(NC(=O)c2cccnc2)ccc1Br | 2.1% | 12.3% | 28.7% | -11.8% | -4.0% | -5.3% | 16.9% | -14.5% | 7.5%
c1ccc2c(c1)ncn2CCN1CCCCC1 | 2.9% | 4.8% | -0.1% | 1.7% | -6.5% | 7.3% | -1.0% | 9.1% | 14.6%
COc1ccc(Cn2c(=O)[nH]c3cc(C(=O)NCCCOC(C)C)ccc3c2=O)cc1 | -4.7% | -1.3% | -16.2% | -0.1% | 12.7% | -0.3% | 11.5% | -6.3% | 0.0%
O=C(NCC1CCCCC1)c1cccc(-c2ccc(O)cc2)c1 | -10.3% | ? | -15.4% | -5.8% | 10.5% | ? | ? | -20.8% | ?
Cc1cc(C)cc(NC(=O)C(C)N2C(=O)c3ccccc3C2=O)c1 (configuration not stated) | ? | 6.1% | 13.5% | 14.2% | -3.1% | -1.1% | 12.9% | -9.4% | 9.3%
Cc1ccccc1S(=O)(=O)N1[C@@H](c2ccccc2)C(C(=O)O)=CC[C@H]1c1ccc(Cl)cc1 | 5.6% | -9.0% | ? | 2.7% | -4.3% | 0.6% | 7.08µM* | -13.3% | -1.9%
CCOC(=O)Cc1csc(NC(=O)c2ccc([N+](=O)[O-])cc2[N+](=O)[O-])n1 | -14.2% | -1.0% | -4.8% | 7.4% | -1.2% | 2.1% | 5.0% | ? | 0.4%
Cc1cc(C)n(CCCNC(=O)C2CCC(=O)N(CCc3ccc(Cl)cc3)C2)n1 (configuration not stated) | -10.4% | -4.3% | 8.8% | -4.1% | -4.3% | 1.9% | -3.7% | -13.1% | 16.2%
COc1cc(C=O)ccc1Oc1ccc(S(=O)(=O)N2CCOCC2)cc1[N+](=O)[O-] | 4.3% | -2.0% | 13.0% | -0.4% | -6.4% | -0.7% | 0.6% | 18.1% | -2.8%
Cc1ccccc1CSCC(=O)N1CCN(c2ccccc2)CC1 | ? | 5.8% | 24.1% | -2.5% | 4.3% | -3.9% | -13.3% | ? | 9.9%
COC(=O)Cc1ccc(NC(=S)N2CCN(c3cccc(O)c3)CC2)cc1 | 1.3% | -7.2% | 7.3% | -6.8% | -2.5% | -2.1% | -29.2% | 3.5% | 0.0%

Filtered by structure: the entries above with a nitro group on carbon (three)
SMILES | KB-V1 cytotox | HT1080 IDH1KD tx | TDP43 rescue | KB-3-1 cytotox | GLP1R ag | SW480 rereplic | GLP1R inv ag | GLP1R cytotox | HT1080NT lethal
COc1ccc(/C=N/n2cnnc2)cc1Cn1nc(C)c([N+](=O)[O-])c1C | -8.0% | 2.7% | -0.9% | 0.7% | -5.9% | -10.2% | 3.2% | -19.2% | -0.2%
CCOC(=O)Cc1csc(NC(=O)c2ccc([N+](=O)[O-])cc2[N+](=O)[O-])n1 | -14.2% | -1.0% | -4.8% | 7.4% | -1.2% | 2.1% | 5.0% | ? | 0.4%
COc1cc(C=O)ccc1Oc1ccc(S(=O)(=O)N2CCOCC2)cc1[N+](=O)[O-] | 4.3% | -2.0% | 13.0% | -0.4% | -6.4% | -0.7% | 0.6% | 18.1% | -2.8%

Following part.
SMILES | KB-V1 cytotox | HT1080 IDH1KD tx | TDP43 rescue | KB-3-1 cytotox | GLP1R ag | SW480 rereplic | GLP1R inv ag | GLP1R cytotox | HT1080NT lethal
CCCCn1cc(S(=O)(=O)c2ccc(C)c(C)c2)c(=O)c2cc(F)c(N3CCCC(C)C3)cc21 (configuration not stated) | 8.2% | nt | 24.9% | 2.0% | nt | nt | 5.0% | 2.9% | nt
CCc1ccccc1NC(=O)[C@@H]1CCC(=O)N1C1OC(=O)c2c1ccc(OC)c2OC (some centres not stated) | -9.2% | -3.7% | -12.4% | 18.7% | -4.9% | 1.6% | 7.9% | -1.5% | 0.0%
Cc1ccc(SCCSc2ncccn2)cc1 | 0.0% | -4.8% | ? | -18.9% | 7.7% | -2.8% | ? | 10.3% | -1.6%
CC(C)c1ccc(CNc2nnnn2C)cc1 | 4.6% | -1.9% | -12.1% | -0.7% | -0.7% | -6.6% | 26.5% | 0.0% | -1.3%
Cc1cccc(NC(=O)NC(=O)c2ccccc2)n1 | -9.2% | 21.1% | 22.9% | 17.6% | 0.5% | -2.7% | -1.1%[7.66 µM] | 2.6%[7.66 µM] | 19.6%
Cc1ccc(-c2c(N)nc3ncccn23)cc1 | 3.6% | 9.9% | 0.0% | 15.3% | nt | nt | 8.1% | 41.1%[activator] | 15.3%
CC(Cc1ccccn1)NC(=O)c1ccc(OC2CCN(CCc3ccccc3)CC2)cc1 (configuration not stated) | ? | -10.3% | 1.6% | ? | -6.1% | 3.6% | ? | -19.0% | -12.0%
COc1ccc(N2C(=NC(=O)C3CCCCC3)SC3CS(=O)(=O)CC32)c(OC)c1 (configuration not stated) | -14.4% | 6.8% | 2.6% | -3.9% | -4.6% | -0.3% | 20.5% | 5.8% | 7.5%
Cc1ccc(NC(=O)c2cnn(C)c2)cc1[N+](=O)[O-] | 14.6% | 2.6% | 16.6% | 25.5% | 6.1% | 10.8% | 11.4% | -2.2% | 6.7%
COc1ccc(S(=O)(=O)Nc2ccc3ccccc3c2)cc1C | -2.0% | ? | ? | 11.5% | 3.3% | ? | -20.4% | -43.8% | -2.1%[9.24 µM]
O=C(c1cncc(Br)c1)N1CCc2ccccc2C1 | 0.9% | 10.5% | 13.3% | 23.1% | -3.6% | -1.4% | ? | -9.8% | -2.8%
Cc1ccc(Cl)c(OCC(=O)OCC(=O)c2ccc[nH]2)c1 | -19.9% | 13.5% | ? | -3.3% | -40.6%[inhibitor] | -6.1% | 10.2% | 2.2% | 6.0%
COc1ccc(N(Cc2cc3cccc(C)c3[nH]c2=O)C(=O)C2CCCO2)cc1 (configuration not stated) | 1.5% | 0.1% | 5.1% | 4.0% | 9.7% | -2.0% | -20.7% | -2.1% | -0.3%
CCc1ccc(OCc2cnc(Cl)s2)cc1 | 0.0% | 7.3% | 1.1% | -4.9% | 8.1% | -4.0% | 5.3% | -2.7% | 13.1%
CC(C)[C@H](NC(=O)C1CCN(C(=O)[C@H](Cc2ccccc2)NC(=O)OC(C)(C)C)CC1)C(=O)O | -0.7% | 26.5% | -24.4% | 0.3% | 0.1% | -6.4% | 7.2% | -5.8% | 26.5%
COc1ccc(-c2ccc(SCC(=O)c3ccc(F)cc3)nn2)cc1OC | ? | -2.8% | -0.7%[9.22 µM] | 12.8% | 13.0% | 0.3% | 52.3%[activator] | 1.5% | -7.3%
COc1cccc(CCC2C(=O)CCCC2=O)c1 | nt | 1.2% | 3.1% | nt | 0.5% | ? | 22.0% | -2.1% | 7.0%
Cc1ccc(S(=O)(=O)N2CCN(C)CC2)c2nsnc12 | -24.1% | 2.9% | -5.9% | -1.3% | 5.2% | -7.3% | -12.4% | 0.3% | 10.3%
Cn1c(Cc2ccccc2)nnc1SCc1nc2ccccc2c(=O)[nH]1 | -3.8% | -4.6% | -3.4% | 0.1% | 2.6% | -3.3% | ? | 9.4% | -18.1%
